proCasp3 act – activators of human procaspase-3 | P42574 | recombinant procaspase-3 D3A, Ac-DEVD-pNA absorbance 405 nm | activation, % at 8.5 µM | 330,000 tested, 0.11% active | AID 463141;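 active = activation above the mean of all tested compounds plus 3 SD, cut at about 21% in these data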;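 note: 0% = DMSO alone and 100% = DMSO wells spiked with extra 5 µM PC-3 D3A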
Target sequence (P42574 whole entry D9A/D28A/D175A): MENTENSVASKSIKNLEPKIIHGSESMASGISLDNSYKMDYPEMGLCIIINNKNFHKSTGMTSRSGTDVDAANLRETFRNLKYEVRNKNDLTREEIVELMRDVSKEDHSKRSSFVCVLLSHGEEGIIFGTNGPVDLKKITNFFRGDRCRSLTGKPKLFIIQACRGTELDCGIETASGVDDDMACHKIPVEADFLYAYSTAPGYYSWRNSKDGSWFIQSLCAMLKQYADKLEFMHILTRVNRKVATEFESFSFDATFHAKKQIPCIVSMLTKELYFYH
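Test system: Procaspase-3 D3A mutant, all three cleavage aspartates alanine | Dosing: Single dose, 8.5 µM nominal compound, 0.8% DMSO | Schedule: 1 h preincubation, 2 h reaction | Technique: 405 nm absorbance of p-nitroaniline, reads at 0 and 120 min | Repeats: One well per compound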
PP1 counter – blocks human PP1-alpha phosphatase, a PP5 counter-screen | purified PP1alpha, OMFP fluorescence | inhibition, % at 6.7 µM | 320,000 tested, 0.9% active;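 active = inhibition above the mean inhibition of all tested compounds plus 3 SD, computed separately for each screening campaign, cut at about 15% in these data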
Target sequence (P62136 whole entry, looked up): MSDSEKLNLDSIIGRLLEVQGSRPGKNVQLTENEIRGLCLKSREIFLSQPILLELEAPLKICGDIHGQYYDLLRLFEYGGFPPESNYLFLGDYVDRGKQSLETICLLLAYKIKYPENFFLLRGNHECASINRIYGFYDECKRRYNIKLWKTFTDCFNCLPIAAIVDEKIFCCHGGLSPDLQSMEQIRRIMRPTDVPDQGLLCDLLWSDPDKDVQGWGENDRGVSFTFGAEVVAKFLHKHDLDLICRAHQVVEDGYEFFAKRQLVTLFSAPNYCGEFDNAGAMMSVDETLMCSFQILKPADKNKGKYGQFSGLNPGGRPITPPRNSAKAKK
Efflux pump mplx – antifungal efflux pump inhibition, Nile Red retention | S. cerevisiae Candida pump triplex | inhibition, % at 10 µM | 330,000 tested, 0.44% active;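 active = plate passing quality check with inhibition over a set limit, or well fluorescence over plate mean plus 4 SD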;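 note: Nile Red retained in pooled yeast measured as flow cytometry median fluorescence; 0% = buffer negative control and 100% = Enniatin B positive control; higher means more Nile Red kept so more efflux inhibition; some compounds called inactive have numbers as strong as hits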
TPT1 inh – inhibitors of Candida albicans tRNA 2'-phosphotransferase TPT1 | recombinant caTPT1, FP RNA substrate dephosphorylation | inhibition, % at 5 µM | 300,000 tested, 0.81% active | AID 1962;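 active = inhibition above the mean of all tested compounds plus 3 SD, set per screening campaign, cut at about 24% in these data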;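 note: plate controls were DMSO alone for no effect and ferristatin control at 100 nM for full effect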
PP5 inh – PP5 (human) phosphatase inhibition; purified PP5c, OMFP substrate fluorescence; AID 1987; inhibition, % at 6.7 µM; 320,000 tested, 0.18% active;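 active = inhibition above the campaign's mean inhibition across all tested compounds plus 3 SD, cut at about 9.5% in these data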;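 note: 0% = DMSO only and 100% = 100 µM cantharidin control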
GASC-1 inh – inhibitors of human GASC-1 (JMJD2C) demethylase. 330,000 tested, 0.069% active. Q9H3R0. GST-JMJD2C(1-420) H3K9me3 demethylation, DELFIA europium. AID 2099. inhibition, % at 2.35 µM;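 active = more than half of a compound's replicate wells show inhibition beyond 50%, single wells judged on their own value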;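 note: signal counts dimethyl H3K9 product captured on neutravidin plate; 0% = median of DMSO wells and 100% = 0.3 times that DMSO median; strong numbers were not always called active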
CTSL1 counter – counter-screen for PFM18AAP inhibitors: inhibitors of F. hepatica cathepsin L1; recombinant F. hepatica cathepsin L1, Z-Leu-Arg-MCA fluorescence; inhibition, % at 5.96 µM; 300,000 tested, 0.49% active;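 active = inhibition above the mean of all tested compounds plus 3 SD, set per screening campaign, cut at about 17% in these data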;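 note: 0% = plate median of test compound wells and 100% = 1 µM Z-Phe-Ala-diazomethylketone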
HCV core dimer – blocks dimerization of HCV core protein; TR-FRET GST/Flag-core106 dimerization, 1536-well; inhibition, % at 5 µM; 300,000 tested, 0.33% active; AID 1899;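 active = inhibition above the mean of all tested compounds plus 3 SD, set per screening campaign, cut at about 45% in these data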
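System: GST-tagged and Flag-tagged HCV core protein residues 1-106 / Input: core106 proteins, GST 13.5 nM and Flag 17 nM / Buffer or medium: KF-containing HEPES buffer, pH 7.45, DTT, CHAPS, BSA / Probe or stimulus: Eu-anti-GST and XL665-anti-Flag labelled anti-tag antibodies / Schedule: 4 h, 22.5 °C incubation / Technique: TR-FRET 671 and 617 nm emission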
procasp7 counter – activates human procaspase-7, counter-screen for procaspase-3 activators; 330,000 tested, 0.093% active; P55210; AID 463210; recombinant procaspase-7, Ac-DEVD-pNA absorbance 405 nm; D23A/D198A/D206A triple mutant, cannot self-cleave; scale: DMSO 0, 5 µM enzyme 100; activation, % at 8.5 µM;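 active = percent activation above the screen-wide mean plus 3 SD, cut at about 25% in these data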
Target sequence (P55210 whole entry D23A/D198A/D206A): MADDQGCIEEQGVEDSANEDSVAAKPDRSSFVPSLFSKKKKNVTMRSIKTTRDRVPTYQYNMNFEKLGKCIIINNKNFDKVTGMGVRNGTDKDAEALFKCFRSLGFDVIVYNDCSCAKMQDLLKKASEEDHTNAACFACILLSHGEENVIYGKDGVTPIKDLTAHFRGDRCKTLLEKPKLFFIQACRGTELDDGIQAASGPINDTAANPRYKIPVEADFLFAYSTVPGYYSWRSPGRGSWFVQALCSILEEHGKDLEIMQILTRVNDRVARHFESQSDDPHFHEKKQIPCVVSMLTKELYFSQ
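Assay system: Uncleavable procaspase-7 mutant enzyme / Input: 2 µM procaspase-7 mutant as dispensed / Dosing: single nominal 8.5 µM compound dose, 0.8% DMSO final / Timing: 1 h enzyme–compound preincubation and 2 h substrate reaction, both 25 °C / Detection: p-Nitroaniline absorbance at 405 nm, read at 0 and 120 min / Replication: singlicate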
An asterisk follows results filed as active; · = no result given; & = joins results of further samples.

Second line of a record: proCasp3 act	PP1 counter	Efflux pump mplx	TPT1 inh	PP5 inh	GASC-1 inh	CTSL1 counter	HCV core dimer	procasp7 counter
> CCN(CC)c1ccc(S(=O)(=O)N2CCOCC2)cc1NC(=O)CSC(=S)N1CCCC1
    -12	-4	0.4	-2	4.4	1	-1	8	-13
> CN(CCN1CCOCC1)C(=O)c1cc(COc2ccc(F)c(F)c2)on1
    0	-6	0.8	1	2.0	-4	-2	5	3
> O=C(NNC(=O)c1ccccc1-n1cccc1)c1ccc(Cl)c(Cl)c1
    0	-1	-0.2	-4	2.2	5	-1	-1	2
> O=C(NCC1OCCc2ccccc21)C1COc2ccccc2O1 (stereo unspecified)
    -1	-5	-0.1	-4	4.2	-7	-2	0	-2
> COc1ccc(N2CC(C(=O)Nc3c4c(nn3-c3ccc(OC)cc3)CS(=O)(=O)C4)CC2=O)cc1 (stereo unspecified)
    7	0	-0.1	-4	-0.2	7	-6	-6	-3
> O=C(NNc1cc(N2CCCC2)nc(N2CCCC2)n1)c1ccc([N+](=O)[O-])cc1
    1	4	0.7*	5	11*	-34	-4	-4	-7
> CCNC(=O)C1CC(=O)OC12CCCCC2 (stereo unspecified)
    -10	-4	0.3	2	-0.6	9	-1	-3	-6
> Cc1ccc([C@@H]2CC=C(C(=O)O)[C@H](c3ccc(Cl)cc3)N2S(=O)(=O)c2ccccc2C)cc1
    4	·	0.5	·	·	9	·	·	-3
> CC(NC(=O)C(=O)N/N=C\c1ccc([N+](=O)[O-])cc1)c1ccccc1 (stereo unspecified)
    9	-4	0.1	-3	-1.0	8	0	8	17
> CCOc1ccc(NC(=O)COc2ccc(C(=O)NCC3CCCO3)cc2OC)cc1 (stereo unspecified)
    -2	-6	-0.2	·	2.8	-3	·	·	7

Record cards, as listed above. Order of values: proCasp3 act	PP1 counter	Efflux pump mplx	TPT1 inh	PP5 inh	GASC-1 inh	CTSL1 counter	HCV core dimer	procasp7 counter
CCOc1ccc(NC(=O)COc2ccc(C(=O)NCC3CCCO3)cc2OC)cc1 (stereo unspecified) is listed as -2	-6	-0.2	·	2.8	-3	·	·	7
Cc1ccc([C@@H]2CC=C(C(=O)O)[C@H](c3ccc(Cl)cc3)N2S(=O)(=O)c2ccccc2C)cc1 is listed as 4	·	0.5	·	·	9	·	·	-3
O=C(NNC(=O)c1ccccc1-n1cccc1)c1ccc(Cl)c(Cl)c1 is listed as 0	-1	-0.2	-4	2.2	5	-1	-1	2
O=C(NNc1cc(N2CCCC2)nc(N2CCCC2)n1)c1ccc([N+](=O)[O-])cc1 is listed as 1	4	0.7*	5	11*	-34	-4	-4	-7

Other compounds:
Second line of a record: proCasp3 act	PP1 counter	Efflux pump mplx	TPT1 inh	PP5 inh	GASC-1 inh	CTSL1 counter	HCV core dimer	procasp7 counter
> CCOc1ccc(OCCCCNCCN)cc1
    6	-1	0.1	1	0.8	-1	-4	-2	5
> COc1ccc(C(CNC(=O)CCNC(=O)c2ccccc2Cl)N2CCCC2)cc1 (stereo unspecified)
    6	-3	-0.3	·	-2.7	·	·	·	2
> CC(=O)c1cc(C#N)c(SCC(=O)OC(C)(C)C)nc1C
    5	4	-0.1	-6	-0.2	4	-2	4	5
> COC(=O)/C(=C/c1cccc([N+](=O)[O-])c1)NC(=O)c1ccc(OC)cc1
    3	-1	0.3	-3	3.8	3	-3	2	0
> COC(=O)C(C)n1nc(C)n(-c2ccc(C)cc2)c1=O (stereo unspecified)
    0	-5	-0.1	-2	-0.1	1	-1	-5	6
> O=c1c2[nH]cnc2n(-c2ccccc2)c(=O)n1Cc1ccccc1
    1	-3	0.0	0	1.6	-9	-5	1	10
> CC(C)(CC(=O)O)CC(=O)O
    -3	-3	-0.2	1	0.9	-3	-1	-7	8
> O=C(c1cccc(C(F)(F)F)c1)N1CCOc2ccccc21
    -4	-1	0.4	3	-0.9	-3	6	0	3
> CCOc1cccc(OCCOCCn2cnc3ccccc3c2=O)c1
    -1	0	0.0	-6	-1.4	-3	-1	-1	-7
> CCOC(=O)C(NCc1ccccc1)(NC(=O)c1ccccc1)C(F)(F)F (stereo unspecified)
    4	-4	0.1	1	2.5	·	0	-4	4
> CCOC(=O)CSc1nc(C(C)C)nc2ccccc12
    5	0	0.1	-3	2.1	-1	1	10	14
> Nc1cc(=O)[nH]c(SCC(=O)Nc2cccc(Cl)c2)n1
    1	0	-0.1	2	-2.6	-5	-2	-4	8
> O=C(Nc1nnc(-c2ccccc2)s1)c1cccc(S(=O)(=O)N2CCOCC2)c1
    3	3	0.0	-2	0.4	2	1	15	6
> COc1ccc(Cl)cc1C(=O)NCC(=O)OCc1ccccc1
    -4	1	-0.2	4	-1.6	2	-28	-12	-4
> COc1ccc(S(=O)(=O)N2CCN(c3ncccn3)CC2)cc1
    9	-1	0.0	1	1.0	-2	-3	4	14
> O=C(CCCN1C(=O)c2cccc3cccc(c23)C1=O)N1CCN(c2ccccn2)CC1
    -3	3	-0.1	-2	0.0	0	2	0	2
> CC12c3ccccc3C(c3ccccc31)C1C(=O)N(Cc3cccnc3)C(=O)C12 (stereo unspecified)
    -4	-3	0.0	1	-0.1	-5	0	-2	-3
> CC(=O)c1cc(F)ccc1OCC(=O)N1CCCc2ccccc21
    0	-1	0.0	2	1.8	-5	-1	12	4
> O=c1[nH]c2cc3c(cc2cc1CN(Cc1ccc2c(c1)OCO2)Cc1nnnn1CC1CCCO1)OCO3 (stereo unspecified)
    -20	-1	0.1	-22	2.7	11	3	-3	-35
> Cc1ccc(OCCC(=O)OCC(=O)NC(=O)NC2CCCCC2)cc1
    5	-3	0.2	-1	0.3	-9	0	-5	1

Going on with the list:
canonical_smiles | proCasp3 act | PP1 counter | Efflux pump mplx | TPT1 inh | PP5 inh | GASC-1 inh | CTSL1 counter | HCV core dimer | procasp7 counter
CCOC(=O)CCNc1n[nH]c(=O)[nH]c1=O | 9 | -2 | 0.0 | 4 | -0.3 | -5 | -3 | -1 | 3
CC(C)(C)OC(=O)NCCCC[C@H](NC(=O)c1nc[nH]c1C(=O)NCC(=O)OCc1ccccc1)C(=O)OC(C)(C)C | 6 | 6 | 0.1 | 0 | 7.9 | 0 | 7 | -2 | -5
CCc1ccc(-c2nc(SCC(=O)NC3CCS(=O)(=O)C3)n[nH]2)cc1 (stereo unspecified) | -3 | -2 | -0.1 | -2 | -3.0 | -1 | -2 | 0 | 6
COc1cccc(NC(=O)c2ccnc(N3CCC(C(=O)NCc4cc(OC)ccc4OC)CC3)c2)c1 | 3 | 0 | 0.0 | -2 | 1.8 | 3 | 2 | 3 | 33*
O=C(COC(=O)c1nc(Cl)ccc1Cl)NC1CCCCCC1 | 0 | 4 | -0.1 | 0 | 0.1 | 5 | 1 | 2 | 7
CCCC(=O)Nc1ccc(C#Cc2ccccc2)cc1 | 2 | 9 | 0.0 | -4 | 3.9 | 5 | 6 | -7 | -8
O=C1OC2(CCCC2)OC(=O)C1=Cc1c[nH]c2ccccc12 | -6 | 0 | 0.0 | 4 | 1.3 | -55 | 4 | 1 | 7
O=C(O)COCC(=O)Nc1ccc(-n2nc(C(F)(F)F)cc2-c2cccs2)cc1 | -3 | -3 | 0.0 | -3 | -1.2 | -15 | -3 | 2 | 3

With a hit mark in Efflux pump mplx, of those listed so far:
compound,proCasp3 act,Efflux pump mplx,TPT1 inh,PP5 inh,GASC-1 inh,HCV core dimer
O=C(NNc1cc(N2CCCC2)nc(N2CCCC2)n1)c1ccc([N+](=O)[O-])cc1,1,0.7*,5,11*,-34,-4

Continuation.
canonical_smiles | proCasp3 act | PP1 counter | Efflux pump mplx | TPT1 inh | PP5 inh | GASC-1 inh | CTSL1 counter | HCV core dimer | procasp7 counter
CC(=O)N/C(=C/c1cccnc1)C(=O)Nc1ccc(Cl)cc1 | 5 | 0 | -0.1 | 0 | -6.9 | 11 | 6 | -27 | 12
COc1cc2c(cc1OC)CN(C(=O)c1cc(Cl)nc(Cl)c1)CC2 | 11 | -1 | -0.1 | -2 | 2.0 | -32 | -1 | 3 | -1
O=C(NCCc1c[nH]c2ccccc12)c1c(Cl)nc2sccn12 | 3 | 2 | 0.0 | -2 | 1.2 | -5 | -5 | -1 | -1
Nc1nc(-c2ccccc2)c(-c2ccccc2)n1N | 10 | -4 | 0.1 | 51* | -2.4 | -39 | 5 | 3 | -3
O=C(c1ccco1)N1CCN(C(=O)c2cnn(-c3ccc(Cl)cc3)c2C2CCNCC2)CC1 | 6 | -2 | 0.0 | 0 | -2.1 | -15 | 0 | 2 | 12
O=C(Nc1ccccc1)c1cnc(-c2ccccc2)nc1-c1ccccc1 | -6 | -3 | 0.0 | -1 | 2.2 | -7 | 4 | 2 | 11
CC1=NOC(=O)/C1=C\c1ccc(-c2ccc(Br)cc2C(=O)O)o1 | -7 | 0 | 0.0 | 4 | -0.4 | -6 | 0 | 6 | -8
CC(=O)c1c(Cl)nc2ccc(Br)cc2c1-c1ccccc1 | -4 | -2 | 0.1 | 1 | 3.3 | -8 | 2 | 9 | 16
Cc1ccc(SCC(=O)NC2CC3CCC(C2)N3C)cc1 (stereo unspecified) | -15 | -1 | 0.1 | 2 | 0.8 | 0 | 3 | 6 | 1
CC(=O)c1ccc(S(=O)(=O)NCCC(=O)OCC(=O)N2CCCC2=O)cc1 | 5 | -2 | 0.1 | 8 | -0.9 | -4 | -7 | 0 | 9
O=C(NCCCC(NC(=O)OCc1ccccc1)C(=O)O)OCc1ccccc1 (stereo unspecified) | -3 | -2 | 0.2 | 2 | 1.0 | 11 | 1 | 4 | 7
CC(Oc1ccc2c3c(c(=O)oc2c1)CCCC3)C(=O)NCCCn1ccnc1 (stereo unspecified) | 2 | 3 | -0.1 | -2 | 0.3 | -6 | 3 | -17 | -3
CCn1nnnc1SCC(=O)Nc1ccc2c(c1)OCCO2 | 0 | -1 | -0.2 | -3 | 1.3 | -11 | 3 | -1 | -2
Cc1ccc(C2C(C(=O)c3cccs3)=C(O)C(=O)N2c2cccc(C)n2)cc1 (stereo unspecified) | -21 | 10 | 0.0 | 3 | 1.2 | 2 | 2 | 8 | -16
Cc1ccc(S(=O)(=O)N2CCCOC2CNC(=O)C(=O)NC2CCCCC2)cc1 (stereo unspecified) | -5 | -1 | 0.1 | 2 | -1.9 | 2 | -4 | 3 | -8
Cc1ccc(C(=O)c2cc(C)sc2NC(=O)CN2CCN(C(=O)c3ccco3)CC2)cc1 | 7 | -3 | 0.3 | -1 | 0.5 | -37&-3 | 4 | 30 | 5
CN1C(=O)c2ccccc2N(C)C1c1cccs1 (stereo unspecified) | 4 | -1 | -0.1 | 2 | -1.4 | -4 | -3 | 2 | 5
CC(C)OCCCNc1nc2c([nH]1)c(=O)n(C)c(=O)n2C | 8 | -4 | -0.1 | -2 | -0.3 | -9 | 2 | 1 | 0

Screens (PubChem BioAssay)
